HGIII-sPLA2 inh: human group III sPLA2 inhibitors, primary screen, biochemical, QFRET, BODIPY PC-A2 liposome substrate; Group 3 secretory phospholipase A2 (Homo sapiens), Q9NZ20; QFRET BODIPY PC-A2 liposome hydrolysis, fluorescence; inhibition, % at 12.2 µM; hit rate 0.56% among 370,000;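 active = inhibition above mean plus 3 SD of compounds lying within the high and low control bounds, cut at about 19% in these data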;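 note: 0% = median of test compound wells and 100% = no enzyme DMSO wells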
PLCg1 inh: PLC-gamma1 enzyme inhibitors, primary screen, biochemical, fluorescence, purified enzyme. 1-phosphatidylinositol 4,5-bisphosphate phosphodiesterase gamma-1 (Homo sapiens), P19174. fluorogenic substrate. inhibition, % at 12.2 µM. hit rate 0.84% among 370,000; in the data active = inhibition above about 9.5%
ARFGAP1 inh: inhibitors of rat ARFGAP1 GAP activity, primary screen, biochemical, fluorescence polarization, GDP tracer; AID 651572, 2012; Arfgap1-stimulated ARF1 GTP hydrolysis, GDP FP detection; ADP-ribosylation factor GTPase-activating protein 1 (Rattus norvegicus), Q62848; hit rate 0.26% among 360,000; inhibition, % at 16.5 µM;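 active = inhibition above a per-plate limit, mean inhibition of low control wells plus 3 SD, cut at about 25% in these data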;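 note: 0% = DMSO wells with enzyme and 100% = wells lacking Arfgap1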
Target sequence (Q62848 1-136 limits assumed): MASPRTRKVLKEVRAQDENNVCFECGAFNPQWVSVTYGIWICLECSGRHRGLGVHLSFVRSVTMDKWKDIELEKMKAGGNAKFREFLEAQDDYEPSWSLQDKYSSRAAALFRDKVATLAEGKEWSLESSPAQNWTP
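System: truncated rat Arfgap1 GAP domain / Medium: HEPES-based buffer, pH 7.5 / Also added: N-terminally truncated human ARF1-GTP substrate / Incubation: enzyme reaction 120 min at 25 °C after 20 min preincubation / Measured by: FP of antibody-bound GDP Alexa 633 tracer, ex 620/em 688 nm / Replicates: singlicate, each compound tested once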
Tn6 DDE FP: inhibitors of Tn6 peptide binding to fibrin DD(E), primary screen, biochemical, fluorescence polarization, human fibrin, Tn6 probe. hit rate 0.21% among 370,000. AID 720509, 2013. Fibrinogen beta chain (Homo sapiens), P02675. Fibrin DD(E) TRITC-Tn6 fluorescence polarization displacement. inhibition, % at 8.3 µM;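 active = inhibition above a per-campaign cutoff: mean of compounds within control limits plus 3 SD, cut at about 15% in these data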;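 note: 0% = median of all compound wells on the plate and 100% = blocking peptide control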
UHRF1 binding: UHRF1 methylated DNA binding inhibitors, primary screen, counter-screen for MBD2 inhibitor project, biochemical, TR-FRET, human UHRF1, single concentration; UHRF1 binding to methylated oligo; inhibition, % at 4.4 µM; hit rate 0.75% among 370,000; E3 ubiquitin-protein ligase UHRF1 (Homo sapiens), Q96T88; in the data active = inhibition above about 21%;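 note: UHRF1 SRA domain binding a hemimethylated CpG hairpin DNA probe; 0% = median of test compound wells and 100% = reference inhibitor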
Target sequence (Q96T88 whole entry, looked up, the tested form may be a part): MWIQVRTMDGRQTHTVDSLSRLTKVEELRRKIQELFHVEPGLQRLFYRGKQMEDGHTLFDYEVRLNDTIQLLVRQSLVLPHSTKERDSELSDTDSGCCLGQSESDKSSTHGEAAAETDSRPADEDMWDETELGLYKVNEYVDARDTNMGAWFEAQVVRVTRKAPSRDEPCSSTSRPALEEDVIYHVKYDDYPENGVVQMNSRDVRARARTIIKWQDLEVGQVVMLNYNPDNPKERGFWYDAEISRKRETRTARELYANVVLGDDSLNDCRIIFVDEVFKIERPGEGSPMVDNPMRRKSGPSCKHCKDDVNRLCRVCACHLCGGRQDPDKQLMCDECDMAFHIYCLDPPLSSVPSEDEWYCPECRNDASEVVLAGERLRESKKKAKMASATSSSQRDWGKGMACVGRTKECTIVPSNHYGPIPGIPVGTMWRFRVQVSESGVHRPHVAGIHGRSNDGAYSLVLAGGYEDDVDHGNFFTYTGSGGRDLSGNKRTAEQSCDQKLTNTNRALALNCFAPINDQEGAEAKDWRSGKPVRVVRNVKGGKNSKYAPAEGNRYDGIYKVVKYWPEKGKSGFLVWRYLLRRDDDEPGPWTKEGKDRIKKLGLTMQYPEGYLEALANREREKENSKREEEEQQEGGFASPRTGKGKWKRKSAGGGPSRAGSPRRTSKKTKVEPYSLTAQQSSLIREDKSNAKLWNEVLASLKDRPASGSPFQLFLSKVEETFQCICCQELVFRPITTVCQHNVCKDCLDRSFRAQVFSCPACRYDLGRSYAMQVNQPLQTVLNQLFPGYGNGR
DDE Tn7 FP inh: inhibitors of Tn7 peptide binding to fibrin DD(E), primary screen, biochemical, fluorescence polarization, human fibrin, Tn7 probe; Fibrinogen beta chain (Homo sapiens), P02675; FP displacement of FITC-Tn7 peptide from fibrin DD(E); 0% = median of compound wells per plate; inhibition, % at 8.3 µM; hit rate 0.13% among 370,000; AID 720508, 2013;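 active = inhibition above the mean of compounds falling within the control limits plus 3 SD of them, cut at about 14% in these data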;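 note: 0% = plate median of compound wells and 100% = 10 µM Aha-Tn7 peptide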
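Test system: human clot-derived fibrin DD(E) complex / Quantity: 2 µM final DD(E) protein / Incubation: 10 min plus 3 h, room temperature / Measured by: fluorescence polarization / Benchmarks: high control of 10 µM Aha-Tn7 peptide / Replicates: singlicate testing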
PLCb3 inh: human PLC-beta3 inhibitors, primary screen, biochemical, fluorescence; 1-phosphatidylinositol 4,5-bisphosphate phosphodiesterase beta-3 (Homo sapiens), Q01970; Purified PLC-beta3, fluorogenic substrate; inhibition, % at 12.2 µM; hit rate 0.18% among 370,000; AID 720704, 2013; in the data active = inhibition above about 11%;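 note: 0% = median of compound wells on plate and 100% = full blocker control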
ASAP1 GAP inh: inhibitors of human ASAP1 ArfGAP activity, primary screen, biochemical, fluorescence polarization. ASAP1-stimulated ARF1 GTP hydrolysis, GDP FP detection. inhibition, % at 16.5 µM. hit rate 0.19% among 360,000. Arf-GAP with SH3 domain, ANK repeat and PH domain-containing protein 1 (Homo sapiens), …; in the data active = inhibition above about 25%;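 note: 0% = vehicle with enzyme and substrate and 100% = no enzyme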
NR1D1 modulator: modulators of Rev-erb alpha DNA binding, primary screen, biochemical, FITC-DNA, fluorescence polarization, uHTS. hit rate 0.79% among 370,000. Rev-erbα–FITC-DNA binding, 90 min. activity, % at 10 µM. Nuclear receptor subfamily 1 group D member 1 (Homo sapiens), P20393;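 active = activity above about 14%, limit read from the data; passing the limit was not always enough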;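 note: 0% = DMSO wells with 35 nM protein and 100% = DMSO wells with 750 nM protein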
KLK7 zymogen act: proKLK7 zymogen activators, primary screen, biochemical, fluorescence intensity; Kallikrein-7 (Homo sapiens), P49862; purified proKLK7, EDANS-DABCYL substrate fluorescence; 100% is mature enzyme control, 0% vehicle; activation, % at 7 µM; hit rate 0.9% among 370,000; AID 652039, 2013;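 active = activation above the mean of all tested compounds plus 3 SD, computed per campaign excluding outliers beyond control limits, cut at about 13% in these data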
Numbers without * were called inactive; i = inactive; nt = no result given.

SMILES	HGIII-sPLA2 inh	PLCg1 inh	ARFGAP1 inh	Tn6 DDE FP	UHRF1 binding	DDE Tn7 FP inh	PLCb3 inh	ASAP1 GAP inh	NR1D1 modulator	KLK7 zymogen act
Cn1nnc2cc(C(=O)NCCC3=CCCCC3)ccc21	-2	1	-7	1	-2	3	2	-1	5	0.6
COc1ccc(OCC(O)CN2CCOCC2)cc1 (stereo not drawn)	4	2	-5	0	1	-2	-4	1	-2	-0.4
O=C(CCC(=O)N1CCSc2ccccc21)NCc1ccccc1	5	-2	-1	5	2	1	-4	-15	4	0.8
COc1cc(NC(=O)Cn2c(=O)n(CC3CCCO3)c(=O)c3cc(OC)c(OC)cc32)cc(OC)c1 (stereo not drawn)	3	-4	5	6	-1	3	-2	-3	-4	-0.2
COc1cccc(NC(=O)CSc2nc3ccccc3nc2N2CCCC2)c1	-8	-14	-1	8	-3	2	-21	0	6	-2.5
c1cc(CNCC2CCCO2)ccn1 (stereo not drawn)	8	1	7	10	4	-2	4	8	-4	-0.5
O=C(COC(=O)CCc1ccc(S(=O)(=O)N2CCOCC2)cc1)NCc1ccccc1	-4	-1	4	5	1	-10	5	7	2	-1.0
CC1CCCC(NC(=O)CN2C(=O)NC(Cc3c[nH]c4ccccc34)C2=O)C1C (stereo not drawn)	-81	-3	8	-2	-2	-1	-3	16	1	0.7
O=C(NCC[C@H]1CC[C@@H](NC(=O)C2CCC2)[C@@H](CO)O1)c1cc(Cl)cc(Cl)c1	-3	-1	-4	-4	-1	3	1	-12	-2	0.3
CCN(CC)C(=O)c1ccc2c(c1)nnn2C	0	-1	10	-4	3	-2	1	-3	4	16*
O=C(O)CC(NC(=O)c1sc2ccccc2c1Cl)c1ccc(OC2CCCC2)cc1 (stereo not drawn)	-25	3	-12	-2	3	-10	5	7	-1	-0.7
C=CCN1C(=O)CSc2ccc(C(=O)NCCC3=CCCCC3)cc21	1	2	2	3	-2	3	3	4	4	0.6
Cc1noc(C)c1NC(=O)N(C)C[C@H]1Oc2c(NC(=O)C3CC3)cccc2C(=O)N([C@H](C)CO)C[C@@H]1C	10	1	2	12	0	-3	1	6	4	-0.3
COc1ccc(CCNC(=O)COc2ccc(S(=O)(=O)NC3CCCCC3)cc2Cl)cc1OC	-24	0	5	-2	4	0	-3	7	3	0.3
O=S(=O)(Nc1cccc2c1CCCC2)c1cccc(C(F)(F)F)c1	-9	1	5	0	3	2	-1	4	1	0.5

A different layout for part of the listing above:
Fields: HGIII-sPLA2 inh	PLCg1 inh	ARFGAP1 inh	Tn6 DDE FP	UHRF1 binding	DDE Tn7 FP inh	PLCb3 inh	ASAP1 GAP inh	NR1D1 modulator	KLK7 zymogen act
> O=C(CCC(=O)N1CCSc2ccccc21)NCc1ccccc1
 : 5	-2	-1	5	2	1	-4	-15	4	0.8
> c1cc(CNCC2CCCO2)ccn1 (stereo not drawn)
 : 8	1	7	10	4	-2	4	8	-4	-0.5

(list continues)
SMILES	HGIII-sPLA2 inh	PLCg1 inh	ARFGAP1 inh	Tn6 DDE FP	UHRF1 binding	DDE Tn7 FP inh	PLCb3 inh	ASAP1 GAP inh	NR1D1 modulator	KLK7 zymogen act
NC(=O)c1ccccc1NC(=O)c1cccc(C(=O)Nc2ccccc2C(N)=O)n1	4	-9	9	0	0	1	-22	11	16	0.0
O=C(NCc1ccc(Cl)cc1)c1noc2c1CCCC2	8	3	-2	-3	4	1	3	-11	-2	-0.4
CSc1nc2n(n1)C(C)C1=C(CCCC1=O)N2 (stereo not drawn)	4	-103	-8	-2	-3	-3	-153	5	-4	-9.3
CCOc1ccc(-c2c(C(=O)N/N=C/c3ccncc3)nnn2-c2nonc2N)cc1	-7	1	5	7	0	3	-4	5	6	1.5
COc1cc(CC(=O)OCC(=O)N2C(C)CCCC2C)cc(OC)c1OC (stereo not drawn)	14	9	8	0	4	0	-10	-3	0	-0.1
COc1ccc(CCN=C(NS(=O)(=O)c2ccc(Cl)cc2)c2ccccc2)cc1	-17	4	6	-1	-1	7	-1	3	-1	-0.5
Cc1ccc(NC(=O)C2CCCN(C(=O)Nc3ccc(F)cc3)C2)cc1 (stereo not drawn)	1	2	-14	4	0	-6	-4	4	-5	0.2
COC(=O)C1CN(C2CCCC2)CCS(=O)(=O)N1Cc1ccc(C)cc1 (stereo not drawn)	1	-2	nt	-1	-2	3	3	nt	3	0.5
CCOc1ccccc1N1CC(C(=O)Nc2ccccc2CC)CC1=O (stereo not drawn)	10	1	5	-7	8	-4	-7	1	-2	-0.2
COc1ccc(C2c3c(-c4ccccc4O)n[nH]c3C(=O)N2Cc2ccco2)cc1 (stereo not drawn)	-37	1	7	-12	-1	-3	-6	-1	-3	-0.2
COc1ccc(S(=O)(=O)N2CCCCCC2)cc1C(=O)N(C)CC(=O)Nc1ccccc1C(F)(F)F	-6	0	16	-4	-2	-5	-2	4	1	-0.1
CC(OC(=O)c1ccccc1C(=O)N(C)c1ccccc1)C(=O)Nc1ccc(C(N)=O)cc1 (stereo not drawn)	0	5	3	1	2	-7	4	5	3	0.0
NC(=S)c1cc2cc(Br)ccc2oc1=O	14	-4	10	-4	-13	5	-11	6	2	1.3
COc1ccc(C)cc1NC(=O)C(OC(=O)c1cc(C)oc1C)c1ccccc1 (stereo not drawn)	-9	1	-4	-1	-2	3	-2	-8	-2	0.1
CCc1ccc(C2CC(c3ccc(Cl)cc3)=NNC2=O)cc1 (stereo not drawn)	-1	0	7	3	-1	9	-2	-15	-1	0.6
CCC(c1nnnn1CCOC)N1CCN(c2nc3ccccc3s2)CC1 (stereo not drawn)	5	2	-1	5	1	3	-2	-21	2	-0.5
O=C(CSc1nnnn1-c1ccccc1)c1ccco1	-50	0	-2	-2	2	-4	1	15	-3	-0.8
CCOc1ccccc1CN1CCN(Cc2cccc3nonc23)CC1CCO (stereo not drawn)	-4	-1	2	8	-4	-1	2	5	-4	-0.1
O=C1/C(=C\c2ccc(O)cc2)SC(=S)N1/N=C/c1ccc(O)cc1	-26	-7	6	-2	-12	-10	-21	19	10	-0.3
CCOC(=O)/C(=N\Nc1cc(Cl)ccc1Cl)N1CC(C)OC(C)C1 (stereo not drawn)	5	1	-6	3	-1	2	-6	-8	3	0.3
Cc1ccc(S(=O)(=O)N2CCOCC2)cc1NC(=O)COC(=O)Cc1ccsc1	-6	2	2	-3	11	1	2	4	2	-0.5
O=C1c2ccccc2NC(c2ccc(-c3ccc(C(F)(F)F)cc3)o2)N1O (stereo not drawn)	-33	-21	9	9	-4	-2	-31	17	-2	0.2
CC1(C)CC(NC(=O)C23CCC(C)(C(=O)C2)C3(C)C)CC(C)(C)N1 (stereo not drawn)	7	-1	-4	9	0	3	1	-15	6	0.3
N=C1SCC(=O)N1/N=C/c1ccccc1	-2	2	9	3	2	-6	2	4	-4	0.1
COC(=O)CC1SC(=O)NC1=Nc1ccc(C)cc1 (stereo not drawn)	-5	2	9	-5	3	-7	0	11	-3	0.6
Cc1ccc(COC(=O)c2cccc(S(=O)(=O)N3CCCCCC3)c2)cc1	-18	2	6	-7	25*	1	-13	8	-6	0.0
COC(=O)c1nnn(CC(=O)NC(=O)Nc2ccc(F)cc2)c1C(=O)OC	-11	1	7	-11	1	4	1	4	-3	0.5
C[C@@H]1C(=O)O[C@H](C)[C@H]1C[C@@H](O)[C@](C)(O)C1CC[C@@]2(O)C3=CC(=O)[C@@H]4C[C@@H](O)[C@@H](O)C[C@]4(C)C3CC[C@]12C (stereo partly drawn)	4	-2	0	1	-4	2	1	4	4	0.0
N#CCSc1ccc(-c2nc3ccccc3[nH]2)cn1	1	-11	-16	5	2	0	-23	-9	5	0.8
Cc1cc(C(=O)COC(=O)Cc2ccc(Cl)cc2)c(C)n1C	2	-1	4	-1	8	-2	2	14	-9	0.2
COc1ccc(C(=O)N2CCCC(c3ccccc3)=N2)cc1	-2	2	1	0	-1	6	0	4	-2	0.2
CCCCNC(=O)c1cc(-c2ccc(OC)cc2)on1	3	-2	7	-1	-1	5	-3	15	3	0.0
Cc1ccc(-c2nnc(SCC(C)C)n2C)cc1	2	-1	-2	-6	-1	-1	0	6	3	0.0
O=C(CSc1ncn[nH]1)c1cc2ccccc2o1	-42	-8	-2	2	0	-1	-12	1	-2	0.4
COc1ccc(NC(=O)CCCC(=O)O)cc1Cl	-2	0	-6	-2	0	-6	-2	15	0	0.3
Cc1ccc(N2C(=O)CC(Sc3nc4ccccc4o3)C2=O)cc1Cl (stereo not drawn)	-57	2	9	-1	3	-5	0	-1	nt	-0.8
Cc1ccccc1NC(=O)c1ccc(N/N=C/c2ccccc2O)c([N+](=O)[O-])c1	13	0	3	3	-1	3	3	14	9	0.5
CC(C)(C)N1C(=O)c2ccccc2NC(=O)N1Cc1ccc(Br)cc1	-1	2	-11	14	2	6	5	16	4	0.4
Cc1cccc(C)c1NC(=O)Cn1nnc(-c2ccc(N3CCOCC3)cc2)n1	4	2	3	-7	1	1	1	9	11	0.0
CSc1ccccc1C(=O)Nc1ccc(C)cc1C	0	2	17	-7	-4	1	2	4	-2	-0.2
Cc1cccn2c(=O)c3cc(C#N)c(=N)n(Cc4cccnc4)c3nc12	0	-15	-4	-2	-1	12	-20	-14	0	0.4
COCCn1c(SCc2ccc(F)cc2)nc2c1c(=O)[nH]c(=O)n2C	3	2	0	-4	-3	-5	-4	5	-3	0.4
CC1=CC(c2ccc(Cl)cc2)n2nc(NC(=O)CCCC(=O)O)nc2N1 (stereo not drawn)	3	i	9	-3	2	0	i	7	-8	6.2

Sorted by value in DDE Tn7 FP inh (highest first): 4 of the compounds above.
canonical_smiles | DDE Tn7 FP inh
NC(=S)c1cc2cc(Br)ccc2oc1=O | 5
Cc1ccc(S(=O)(=O)N2CCOCC2)cc1NC(=O)COC(=O)Cc1ccsc1 | 1
CCOc1ccccc1CN1CCN(Cc2cccc3nonc23)CC1CCO (stereo not drawn) | -1
O=C(COC(=O)CCc1ccc(S(=O)(=O)N2CCOCC2)cc1)NCc1ccccc1 | -10
